Screening data from PubChem.
CFTR F508del cor – correctors of CFTR F508del function in bronchial epithelial cells. 0.36% of 350,000 active. activity (quench increase), % at 7.58 µM. CFBE cells, YFP halide quenching; stimulated with forskolin plus potentiator P3; % fluorescence drop versus neutral controls;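 active means mean added fluorescence quench of at least 8% versus neutral control, with both replicates also reaching 8%; inconclusive means only one of the mean or replicate conditions met; inactive means mean below 8% and not both replicates reaching 8%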;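 further: cells transiently co-express mutant CFTR-F508del with the halide-sensitive YFP; corrector assay measuring rescue of mutant channel to the surface after 24 h compound exposure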
EWS-Fli block – EWS/Fli transcriptional activity inhibition; A673 NR0B1-luciferase reporter, viability-normalised; inhibition, % at 12.6 µM; 0.67% of 350,000 active; AID 651661;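 active means mean inhibition of at least 50% after viability correction, with every replicate also passing that limit; inconclusive means mean reaches 50% but only one of two replicates passes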;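 further: firefly luciferase signal divided by Alamar Blue viability fluorescence both relative to DMSO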
DENV2 CPE rescue – inhibitors of DENV2 cytopathic effect | DENV2-infected cells, cytopathic effect rescue, plate reader | CPE inhibition, % at 9.99 µM | 1.7% of 350,000 active; in the data active means CPE inhibition above about 20%, passing the limit was not always enough; inconclusive means no clear call, values can overlap the other calls; tested in BHK-21 cells;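 further: 0% = median of neutral control wells and 100% = median of positive control wells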
PAX8 inh HTS – inhibitors of PAX8 transcriptional activity in RMG-I cells | RMG-I TPO-luciferase reporter, SteadyGlo, 24 h | inhibition, % at 12.6 µM | 1.2% of 360,000 active | AID 652154;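 active means mean replicate inhibition at least 60% with every replicate also reaching 60%; inconclusive means only one of the two criteria is met; inactive means mean below 60% and not all replicates reaching 60%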;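 further: luciferase light reporting Pax8 driven TPO promoter activity; plate controls were median of neutral control wells for no effect and mitoxantrone controls for full effect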
FN deposition inh – fibronectin deposition inhibition; AID 743247; inhibition, % at 12.6 µM; 0.086% of 350,000 active; AH1F fibroblasts, Alexa488-fibronectin deposition fluorescence, overnight;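 active means mean inhibition across replicates of 30% or more, regardless of how many single replicates reach that level; inconclusive means mean under 30% yet at least half of replicates reach 30%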;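 further: positive control wells lacked labelled fibronectin entirely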
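material = AH1F fibroblast monolayer depositing Alexa488-labelled fibronectin into matrix | amount = 10000 AH1F cells/well | buffer or medium = DMEM plus 2% serum, read in PBS | incubation = 1 h cell adhesion before compound, then overnight fibronectin incubation | detection = fluorescence at 485 nm excitation, 525 nm emission | evaluation = percent inhibition as loss of matrix-bound fibronectin fluorescence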
miR-122 sensor – inhibitors of miR-122 in Huh7 cells | 0.3% of 340,000 active | Huh7 miR-122 Renilla luciferase sensor, 48 h; neutral wells = 0, positive control = 100 | AID 602342 | activation (reporter increase), % at 12.5 µM;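 active means mean replicate activation score at least 90 and every replicate individually at or above 90; inconclusive means only one of the two criteria met; inactive means neither criterion met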;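 further: higher luciferase means less miR-122 activity so hits act as miR-122 inhibitors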
INS-1E GSIS act – primary screen for activators of insulin secretion dependent on glucose, INS-1E cells, GLuc reporter luminescence. INS-1E GLuc reporter insulin secretion, 2-3 h. activation, % at 16.6 µM. 0.61% of 370,000 active. AID 743287;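 active means lowest replicate activation of at least 40%, so every replicate reaches that level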;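 further: 0% = median of neutral control wells and 100% = median of IBMX positive control wells; some compounds called inactive have numbers as strong as hits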
Starred values were filed as active, the others as inactive; ? = inconclusive; / = no result given; & = joins results of further samples; [ ] = another dose, or the depositor's remark.

SMILES	CFTR F508del cor	EWS-Fli block	DENV2 CPE rescue	PAX8 inh HTS	FN deposition inh	miR-122 sensor	INS-1E GSIS act
COc1ccc(O)c(C(=O)c2cc(SCC(=O)O)c3nc4sc5c(c4c(=O)n3c2)CCCC5)c1	-3.6	0	1	3	-2	/	4
COCc1cc(C)nc(SCC[N+](C)(C)CC(=O)Nc2cccc(C(F)(F)F)c2)c1C#N	-1.4	4	-3	15	-28	-9	-9
CCOc1ccccc1Nc1cc(C)nc2nnnn12	-1.3	4	-3	6	3	0	4
COc1cc(/C=C/C(=O)N2CCCC2)cc(OC)c1OC	/	/	/	7	5	/	-6
CCNC(=O)C[C@H]1CC[C@H]2[C@H](COc3ccc(NC(=O)Nc4ccc(C)cc4)cc3C(=O)N2C)O1	-0.9	-6	-7	-10	7	9[16.7 µM]	5
CN(C)C(=O)c1cccc(-c2ccc([C@H]3[C@H]4CN(C(=O)Cc5ccccc5)CC(=O)N4[C@H]3CO)cc2)c1	-2.7	-7	15	5	/	/	-4
CN1C(=O)c2cc(NC(=O)c3cscn3)ccc2OC[C@@H]2O[C@@H](CC(=O)N3CCOCC3)CC[C@@H]21	2.9	2	5	1	14	-3[16.7 µM]	10
CC1CC(C)CN(C(=O)Cn2cc(C=O)c3ccccc32)C1 (stereo not drawn)	0.5	12	10	9	0	-2	8
CO[C@H]1CN(C)C(=O)c2cc(NC(=O)c3ccc(F)cc3)ccc2OC[C@@H](C)N(C(=O)c2ccc(F)cc2)C[C@@H]1C	-1.6	-1	6	1	-6	/	-8
C[C@H](NC(=O)C[C@H]1C[C@@H]2c3cc(NC(=O)NC4CCCC4)ccc3O[C@@H]2[C@H](CO)O1)c1ccccc1	-2.2	-8	1	6	-5	1[16.7 µM]	3
Cc1ccc(S(=O)(=O)N(C)C[C@@H]2Oc3ccc(NC(=O)Nc4cccc5ccccc45)cc3C(=O)N([C@H](C)CO)C[C@H]2C)cc1	1.2	15	-2	36	-10	/	-25&7
Cc1cccc(C)c1NC(=O)COC(=O)CCc1c[nH]c2ccccc12	-9.7	-8	-5	-6	0	/	23
CC(C)CN1CCC1(C)C(=O)Nc1ccc(OC(F)F)cc1 (stereo not drawn)	1.8	-4	-2	-1	13	-3	1
COc1ccccc1-c1cnc2c(c1)C(=O)N([C@@H](C)CO)C[C@@H](C)[C@H](CN(C)Cc1ccccc1)O2	2.3	-4	0	8	-15	-2[16.7 µM]	-3
COCCCn1cc(CN2CC(N3CCN(Cc4cccc(C)c4)CC3)CS2(=O)=O)nn1 (stereo not drawn)	1.0	2	-3	-19	-2	/	9
COc1ccc2c3c([nH]c2c1)[C@@H](CO)N(C(=O)C1CC1)CC31CN(Cc2cccc(F)c2)C1	0.3	2	-6	20	/	/	-4
O=C(Nc1ccnn1C1CCNCC1)c1ccc2c(c1)OCO2	1.0	0	-1	-18	-2	10	2
O=C(COc1cccc(NC(=O)c2ccccc2)c1)c1ccccc1	/	-6	0	-35	-7	/	0
CCCC(=O)Nc1ccc2c(c1)C(=O)N(C)[C@H]1CC[C@@H](CC(=O)NCC3CCCCC3)O[C@H]1CO2	-1.0	11	13	6	13	43[16.7 µM]	-14
Cc1cc(C)nc(SCC(=O)Nc2ccc(S(=O)(=O)N3CCCCC3)cc2)n1	/	/	/	-10	-1	1	/
CCOC(=O)C1C(c2ccc(O)c(OC)c2)NC(=S)NC1(O)C(F)(F)F (stereo not drawn)	3.0	1	/	16	-26	1	7
Cc1ccc(CCNC(=O)C2CCCN(S(=O)(=O)c3c(C)noc3/C=C/N(C)C)C2)cc1 (stereo not drawn)	1.3	-1	-1	11	-3	-1	/
CC(C)NC(=O)N1C[C@H]2[C@@H](c3ccccc31)[C@H](CO)N2Cc1ccccn1	2.2	-28	4	1	/	-29[16.7 µM]	3
O=C(NCCCCCCOC1=NS(=O)(=O)c2ccccc21)C(=O)Nc1ccccc1	/	-34	1	-91	3	-12	-3
COc1ccc(CNC(=O)CSc2nnc3c(n2)[nH]c2ccc(F)cc23)cc1	0.6	0	-2	-10	0	/	14
CCCCC(=O)Nc1nnc(SCC(=O)Nc2ccc(OC)cc2)s1	2.2	-4	4	-4	/	-4	6
CC1CC(C)CN(C(=O)COC(=O)c2ccc3c(c2)OCCO3)C1 (stereo not drawn)	5.2	-2	-7	-43	-2	5	9
CCC(=O)N1CC2(C1)[C@@H](c1ccc(-c3ccc(C#N)cc3)cc1)[C@H](CO)N2C(C)=O	3.6	-8	-15	/	/	/	13
O=C(NC[C@H]1N[C@H](CO)[C@@H]1c1ccc(-c2cncnc2)cc1)C1CCCCC1	-1.1	-6	-4	/	-16	/	-5
CN(C)S(=O)(=O)c1ccc(NC(=O)CSc2ncnc3ccccc23)cc1	/	/	/	22	5	2	-20
O=C(Nc1ccc(S(=O)(=O)Nc2ncccn2)cc1)c1cccnc1	/	-50	-9	-4	5	/	/
Cc1c(CCC(=O)O)c(=O)oc2cc(OCc3ccc(Br)cc3)ccc12	0.9	-12	15	-24	7	2	15
COCCCNc1nnc(Cc2ccccc2)c2ccccc12	-2.2	11	-7	9	/	3	22
CN1CCC(N(C)C(=O)c2ccc(Cl)c(S(=O)(=O)N3CCOCC3)c2)CC1	-2.1	-7	12	-13	-7	-5	15
O=C(/C=C/c1ccc(Cl)cc1)NC(=S)Nc1ccccc1C(=O)O	-4.3	-4	23*	6	0	/	-51
CCc1ccccc1NC(=O)C1C2C=CC(O2)C1C(=O)O (stereo not drawn)	-0.1	8	5	17	4	-12	6
Cc1ccc(/C=N/Nc2ncc(Cl)cc2Cl)s1	-0.1	-82	1	/	/	/	14
COC(=O)CN1C(=S)N(Cc2ccccc2)C(=O)C1CC(=O)Nc1ccc(OC)cc1 (stereo not drawn)	/	/	/	-10	1	-5	13
O=C(CSc1nc2ccccc2c(=O)n1-c1ccc(SC(F)F)cc1)Nc1ccc(N2CCOCC2)cc1	3.3	36	-2	-10	1	-31	-5
COc1ccc(Br)cc1/C=N/N1CCN(Cc2ccccc2Cl)CC1	0.1	14	3	-11	-3	/	-4
CCCN(C)C[C@H]1Oc2cc(C#Cc3cccc(F)c3)ccc2S(=O)(=O)N([C@H](C)CO)C[C@H]1C	-0.8	16	/	/	-8	5[16.7 µM]	2
CCn1c(SCC(=O)N2c3ccccc3CCc3ccccc32)nc2c1c(=O)n(C)c(=O)n2C	/	/	/	/	6	-4	13
CC(C)OC(=O)N(C)C[C@H]1OCc2ccccc2-c2ccccc2C(=O)N([C@H](C)CO)C[C@H]1C	-4.1	-5	0	-5	-6	/	-1
O=C(CN1CCC(O)(c2cccc(F)c2)CC1)NCCc1c[nH]c2ccccc12	1.2	-13	-5	15	-2	-7	-9
CCCN(CCC)CCNC(=O)c1cc2c(-c3ccccc3F)nn(C)c2s1	1.7	-5	0	21	-2	/	-1
CC(C)Oc1ccc(CNC(=O)Cn2c(=O)c3cccn3c3cccnc32)cc1	0.9	-9	1	10	-7	0	8
COc1ccc(-n2c(=S)[nH]c3cc(C(=O)Nc4ccc(C)c(F)c4)ccc3c2=O)c(OC)c1	1.5	11	0	1	-10	/	-2
C[C@H]1CN([C@@H](C)CO)C(=O)c2ccccc2-c2ccccc2CO[C@H]1CN(C)C	-3.7	-3	1	-19	9	/	2
C[C@@H]1CN([C@@H](C)CO)C(=O)Cc2cc(NC(=O)Nc3cccc4ccccc34)ccc2O[C@@H]1CN(C)S(=O)(=O)c1cn(C)cn1	-0.5	-1	2	-10	13	8[16.7 µM]	1
O=C(NN=Cc1ccco1)C(=O)Nc1cccc(C(F)(F)F)c1	0.4	-6	-8	-5	-1	/	1
COc1ccc(NC(=O)C2CCCN(S(=O)(=O)c3cccnc3)C2)c(OC)c1 (stereo not drawn)	3.8	1	-3	7	-4	-7	-8
Cc1nc(CN2CCN(C(=O)c3ccc(C(C)(C)C)cc3)CC2)cs1	-0.8	0	-7	-4	-2	/	-9
Cc1ccc(NC(=O)/C(C#N)=C/c2ccc(Sc3nc(C)cc(C)n3)o2)cc1	-2.7	4	/	/	/	/	-8
Cc1ccc(NC(=O)COC(=O)CCc2ccc(S(=O)(=O)N3CCOCC3)cc2)cc1C	-4.7	-2	1	2	-7	/	-17
COC(=O)c1ccc(NC(=O)[C@H](C)NC(N)=O)cc1	-0.2	-7	2	-5	13	1	16
Cc1ccc(-c2csc(=Nc3cccnc3)n2CCCn2ccnc2)cc1C	/	-4	1	-7	-2	/	/
COc1ccc(NC(=O)Nc2ccc3c(c2)CC(=O)N([C@@H](C)CO)C[C@H](C)[C@@H](CN(C)Cc2ccc(-c4ccccc4)cc2)O3)cc1	0.4	-13	-3	-12	/	5[16.7 µM]	8
O=c1cc(CO)[nH]cc1OCc1ccccc1	-0.8	-11	-2	17	-2	-1	-3
Nc1nc(NCC2CCCO2)nc(Nc2cccc(F)c2)c1[N+](=O)[O-] (stereo not drawn)	-0.8	5	3	-7	-3	/	9
CC(C)(C)C(=O)Cn1ncc(Br)c(Br)c1=O	-2.0	28	14	32	15	/	-2

Three entries already listed, arranged by the number in CFTR F508del cor, descending.
SMILES | CFTR F508del cor | DENV2 CPE rescue | miR-122 sensor | INS-1E GSIS act
CC(C)Oc1ccc(CNC(=O)Cn2c(=O)c3cccn3c3cccnc32)cc1 | 0.9 | 1 | 0 | 8
O=c1cc(CO)[nH]cc1OCc1ccccc1 | -0.8 | -2 | -1 | -3
Cc1ccc(NC(=O)/C(C#N)=C/c2ccc(Sc3nc(C)cc(C)n3)o2)cc1 | -2.7 | / | / | -8

(listing goes on)
SMILES	CFTR F508del cor	EWS-Fli block	DENV2 CPE rescue	PAX8 inh HTS	FN deposition inh	miR-122 sensor	INS-1E GSIS act
CCCNC(=O)N1C[C@@H](O)COC[C@@H]2O[C@H](CC(=O)NCc3ccc(Cl)c(Cl)c3)CC[C@H]21	-4.0	-18	2	-5	-10	-5[16.7 µM]	2
Cc1c2cnn(CC(=O)Nc3c(F)c(F)cc(F)c3F)c(=O)c2c(C)n1Cc1ccccc1F	1.9	-12	1	8	-3	-1	12
Cc1cccc(C(=O)NNC(=O)c2ccccc2Br)c1	1.5	-13	4	12	-2	-6	-6
CNC[C@H]1OCCCC[C@@H](C)Oc2ccc(NC(=O)Nc3ccc(F)cc3)cc2C(=O)N([C@@H](C)CO)C[C@H]1C	-1.1	-1	0	-13	/	0[16.7 µM]	-1
COCCn1c(C)cc(C(=O)CSc2nnnn2C2CCCC2)c1C	-0.6	82*	-4	39	-3	/	-5
O=C(C[C@@H]1CC[C@@H]2[C@H](COC[C@@H](O)CN2C(=O)Cc2ccccc2)O1)NC1CCCC1	0.4	0	11	8	-4	1[16.7 µM]	-5
CC1CC2C(C(O)CC3(C)C2CCC3(O)C(=O)CO)C2(C)C=CC(=O)C=C12 (stereo not drawn)	4.6	-6	-3	5	-2	-3	0
O=C(C[C@H]1CC[C@H]2[C@@H](COC[C@H](O)CN2Cc2cccc(F)c2)O1)NCc1cccc(F)c1	-1.1	-2	-4	12	0	6[16.7 µM]	-23
CCOC(=O)[C@]12CCC=C1N(Cc1ccccc1)C(=O)[C@H](CC(=O)N1CCOCC1)C2	-0.7	-4	?	-27	/	/	20
Cc1cccc(NC(=S)N(Cc2cccs2)Cc2cc3cc(C)cc(C)c3[nH]c2=O)c1	/	/	/	-4	-1	9	-5
COc1ccc(C(=O)N2CCN(S(=O)(=O)c3ccc(C)cc3)CC2)cc1S(=O)(=O)N1CCOCC1	-1.2	-1	-5	-27	4	-6	-2
Nc1nc(Cl)cc(N2CCC(c3cc(-c4ccc(Cl)cc4)n[nH]3)CC2)n1	7.8	11	/	/	/	1	-35
COC(=O)c1cc(Cl)cc2c(C)c(C3(O)CCCCC3)[nH]c12	-2.4	-1	-18	-3	-2	-9	-3
